# TrxR1 inh = qHTS Assay for Inhibitors of Mammalian Selenoprotein Thioredoxin Reductase 1 (TrxR1): qHTS | recombinant rTrxR1, NADPH fluorescence consumption, selenite substrate | Potency, µM (series often up to 114 µM), for the others: at the highest dose activity change, negative = inhibition, usual class: inhibitors | 1% of 390,000 active | AID 588453, 2011; note: potency is the fitted concentration of half-maximal effect; % is set by controls: 0 for no effect and ±100 for the full control effect; nearly all actives have a fitted effect of over 65% in size
#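 Rat TrxR1 (90 nM in the dispensed reagent) was pre-reduced with 400 uM NADPH for 5 min at room temperature, then incubated with compound for 15 min. After 400 uM selenite was added, NADPH fluorescence (Ex 340/Em 450 nm) was followed for 8 min.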
# GLS inh = qHTS for Inhibitors of Glutaminase (GLS). GLS enzymatic activity, qHTS titration. 0.21% of 410,000 active. Potency, µM (top dose mostly 45.5 µM), for the others: at the highest dose activity change, negative = inhibition, usual class: inhibitors. AID 624170, 2012; note: potency is the fitted concentration of half-maximal effect; % is set by controls: 0 for no effect and ±100 for the full control effect
#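 Human kidney-isoform GLS in 45 mM KH2PO4 pH 8.2, 0.02% Tween-20, with compound, started with 1mM L-Glutamine (added stock). Glutamate oxidase/HRP/Amplex red coupled fluorescence read at start and after 30 min at RT.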
# HP1b binding inh = HTS for Inhibitors of HP1-beta Chromodomain Interactions with Methylated Histone Tails; AlphaScreen HP1-beta / biotin-H3K9me3 peptide binding; AID 540317, 2011; 0.56% of 390,000 active; Chromobox protein homolog 1 (Homo sapiens), P83916; Potency, µM (doses to about 114 µM), for the others: at the top dose activity change, negative = inhibition, actives largely listed as inhibitors; note: potency is the fitted concentration of half-maximal effect; nearly all actives have a fitted effect of over 70% in size; inactives centre near 23
# Target sequence (P83916 whole entry, looked up): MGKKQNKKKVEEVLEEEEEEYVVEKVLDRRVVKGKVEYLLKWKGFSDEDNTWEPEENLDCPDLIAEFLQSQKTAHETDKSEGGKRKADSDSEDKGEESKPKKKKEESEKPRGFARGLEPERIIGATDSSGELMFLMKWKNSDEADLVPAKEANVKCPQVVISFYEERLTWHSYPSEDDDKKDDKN
#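 AlphaScreen: HP1-beta (50 nM) preformed 30 min with biotin-H3(1-18)K9me3 peptide (50 nM) in PBS pH 7.4, 0.01% Tween-20. Compound added for 30 min at RT, then streptavidin donor/nickel chelate acceptor beads (10 ug/mL) for 30 min.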
# Pin1 inh = qHTS Assay to Find Inhibitors of Pin1. Potency, µM (doses to about 115 µM), for inactives: at the top dose activity, negative = inhibition, most hits filed as inhibitors. Pin1 FP peptide displacement, HiFluor488, 10 min. 0.009% of 390,000 active. AID 504891, 2011. Peptidyl-prolyl cis-trans isomerase NIMA-interacting 1 (Homo sapiens), Q13526; active = well fitted inhibition curve with a large enough effect in the polarisation, with a control signal flat, not every such curve was filed as active; inconclusive = small, poorly fitted or top-dose-only effect, or effect the other way, or a change in a side signal; inactive = no such curve, though single readings can be large or run the other way; the % refers to the polarisation; note: potency is the fitted concentration of half-maximal effect; % is set by controls: 0 for no effect and ±100 for the full control effect
# USP1-UAF1 inh = Inhibitors of USP1/UAF1: Primary Screen | Ubiquitin carboxyl-terminal hydrolase 1 (Homo sapiens), O94782 | recombinant USP1/UAF1, Ub-Rhodamine cleavage fluorescence | Potency, µM (series often up to 57.1 µM), for inactives: at the top dose activity change, negative = inhibition, actives largely listed as inhibitors | 0.23% of 390,000 active | AID 743255, 2014; note: potency is the fitted concentration of half-maximal effect; % is set by controls: 0 for no effect and ±100 for the full control effect; nearly all actives have a fitted effect of over 60% in size; inactives centre near -12
#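 Step one: compound is pinned into 1nM USP1/UAF1 in HEPES pH 7.8 buffer with TCEP. Step two: 15 min room-temperature incubation. Step three: Ub-Rho (150nM final) starts cleavage, tracked by fluorescence over six one-minute reads.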
# Tb PGK inh = qHTS Assay to Find Inhibitors of Phosphoglycerate Kinase; Phosphoglycerate kinase, glycosomal (Trypanosoma brucei brucei), P07378; PGK/GAPDH coupled, Kinase-Glo luminescence, 60 min; Potency, µM (top dose mostly 57.5 µM), for inactives: at the highest dose activity change, negative = inhibition, usual class: inhibitors; 0.043% of 380,000 active; note: potency is the fitted concentration of half-maximal effect; % is set by controls: 0 for no effect and ±100 for the full control effect; nearly all actives have a fitted effect of over 60% in size
#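 Luminescent ATP detection (Kinase-Glo Plus) follows a 60-minute room-temperature incubation, with wells lacking PGK as controls. Buffer: 100 mM TEA (pH 7.6), 5 mM MgCl2, 0.01% Tween-20. Coupling enzyme GAPDH (100 nM final) supplies unstable 1,3-BPG in-well.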
# mIDH1 inhibitor = qHTS for Inhibitors of mutant isocitrate dehydrogenase 1 (IDH1): qHTS. Isocitrate dehydrogenase [NADP] cytoplasmic (Homo sapiens), O75874. IDH1-R132H enzyme, NADPH consumption, diaphorase/resazurin fluorescence. Potency, µM (highest dose often 76.6 µM), without a hit: at the top dose activity change, negative = inhibition, most hits filed as inhibitors. 0.093% of 390,000 active. AID 602179, 2012; note: potency is the fitted concentration of half-maximal effect; % is set by controls: 0 for no effect and ±100 for the full control effect; nearly all actives have a fitted effect of over 65% in size
# Target sequence (O75874 whole entry R132H, stated change not applied): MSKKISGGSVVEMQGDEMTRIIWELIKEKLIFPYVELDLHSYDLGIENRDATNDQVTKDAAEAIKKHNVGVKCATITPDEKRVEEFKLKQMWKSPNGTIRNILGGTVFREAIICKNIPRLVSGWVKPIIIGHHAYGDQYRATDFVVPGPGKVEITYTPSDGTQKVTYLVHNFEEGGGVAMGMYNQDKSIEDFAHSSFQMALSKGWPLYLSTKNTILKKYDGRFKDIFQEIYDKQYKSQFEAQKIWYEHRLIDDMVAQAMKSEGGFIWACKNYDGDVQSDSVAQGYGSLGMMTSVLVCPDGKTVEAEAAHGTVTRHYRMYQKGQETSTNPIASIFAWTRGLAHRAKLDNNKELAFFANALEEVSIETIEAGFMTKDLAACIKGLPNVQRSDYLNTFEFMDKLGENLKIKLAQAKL
#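 IDH1-R132H (0.5 ug/mL) preincubated 30 min with compound, then NADPH (0.016 mM) and alpha-KG (2 mM) added; 80 min at RT, pH 7.5. Remaining NADPH coupled via diaphorase/resazurin to fluorescence (540/590 nm); concentration-response curves normalized to no-enzyme control.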
# TrxR1 substrate = qHTS Assay for Substrates of Mammalian Selenoprotein Thioredoxin Reductase 1 (TrxR1): qHTS; AID 588456, 2011; 0.01% of 390,000 active; purified TrxR1 substrate turnover, NADPH consumption readout; Thioredoxin reductase 1, cytoplasmic (Rattus norvegicus), O89049; Potency, µM (top dose mostly 114 µM), for inactives: at the highest dose activity change, negative = substrate turnover; note: potency is the fitted concentration of half-maximal effect; % is set by controls: 0 for no effect and ±100 for the full control effect; nearly all actives have a fitted effect of over 50% in size
#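 Rat TrxR1, dispensed at 90 nM, was prereduced with 400 uM NADPH (final) for 5 min at ~22 deg C, then incubated with compound 15 min before 400 uM selenite. A first-read NADPH fluorescence drop versus no-compound background flagged substrates.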
# PI4K2A block = qHTS for small molecular inhibitors of PI4K2A; Phosphatidylinositol 4-kinase type 2-alpha (Homo sapiens), Q9BTU6; purified PI4K2A, ADP-Glo luminescence, 1 h; hits give low values; 0.13% of 420,000 active; activity change, negative = inhibition, % at 76.9 µM; in the data active = activity change below about -50%; inconclusive = mostly about -30% to -49%;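 note: -100% = wells without enzyme as full effect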
# Target sequence (Q9BTU6 whole entry, looked up): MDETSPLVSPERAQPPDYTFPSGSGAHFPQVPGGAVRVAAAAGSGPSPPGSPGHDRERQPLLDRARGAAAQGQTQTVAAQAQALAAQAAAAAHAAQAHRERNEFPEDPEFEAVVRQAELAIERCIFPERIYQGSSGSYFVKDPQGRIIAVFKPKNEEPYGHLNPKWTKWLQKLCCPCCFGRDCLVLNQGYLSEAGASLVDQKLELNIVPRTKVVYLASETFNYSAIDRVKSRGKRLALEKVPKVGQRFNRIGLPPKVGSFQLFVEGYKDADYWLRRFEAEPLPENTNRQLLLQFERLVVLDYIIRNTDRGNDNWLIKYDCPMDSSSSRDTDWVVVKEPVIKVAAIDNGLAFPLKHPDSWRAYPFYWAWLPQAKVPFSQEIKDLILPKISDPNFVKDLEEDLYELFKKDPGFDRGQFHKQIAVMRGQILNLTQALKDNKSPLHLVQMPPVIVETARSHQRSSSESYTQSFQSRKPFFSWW
#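 ADP-Glo luminescence measured ADP generated by PI4K2A enzyme (4 ug/mL before mixing) with 1.2 mM PI substrate (pre-mix) and 300 microM ATP (pre-mix). Tris pH7.5 buffer with MgCl2, Triton X-100; 1 h reaction at ambient temperature.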
# Numbers without * were called inactive; i = inactive; ? = inconclusive; nt = not tested or not shown; [ ] = another dose, or the depositor's remark. Unless noted, calls come from the whole dose curve; as a rule, active = well fitted curve in the direction sought with a large enough effect; inconclusive = small, poorly fitted or top-dose-only effect, or another doubt; inactive = no such curve, though single readings can be large; an effect the other way counts as inactive or inconclusive. An excerpt; count on the stated rates, not on these rows.
SMILES,TrxR1 inh,GLS inh,HP1b binding inh,Pin1 inh,USP1-UAF1 inh,Tb PGK inh,mIDH1 inhibitor,TrxR1 substrate,PI4K2A block
O=C(NCc1ccc(F)cc1)C(c1ccccc1)N(C(=O)c1csnn1)C1CCCC1 (centres undefined),7.7%[57.1 µM],1.1%,17.9%,5.1%,-13.5%,3.7%,0.6%,1.3%[57.1 µM],-2.1
O=C(CN1C(=O)NC2NC(=O)NC21)N/N=C/c1ccc(F)cc1 (centres undefined),35.9%,2.3%,48.8%[activator],-2.3%,-7.6%,-3.4%,-4.8%,2.9%,1.7
O=C(c1ccccc1-c1nc(-c2ccc(F)cc2)no1)N1CCCC1,17.8%[57.1 µM],-11.3%,26.8%,-4.1%,-9.8%,-0.9%,6.2%,-5.0%,4.8
O=C(/C=N/O)NCCCN1CCCCCC1,7.6%,-25.7%,16.8%,1.1%,-3.8%,-8.1%,-2.6%,6.1%,1.5
O=C(COC(=O)CCOc1ccccc1)NCc1ccco1,-28.3%,-7.6%,?,?,3.5%,-12.3%,-2.6%,-9.1%,-15.7
c1ccc(C(Cc2nc(-c3ccccn3)no2)c2ccccc2)cc1,2.4%,2.5%,55.1%[activator],?,-6.1%,-6.8%,2.5%,-5.1%,-1.6
Cc1nc2ccccc2n1CCc1nc2c3ccccc3nc(SCc3ccccc3F)n2n1,17.7%[57.1 µM],3.8%,8.2%,5.0%,-22.0%,i,2.8%,4.6%[57.1 µM],-2.8
CC(CN1CCOCC1)OC(=O)C(C)(c1ccccc1)c1ccccc1 (centres undefined),7.6%[57.1 µM],-4.2%,70.9%[activator],3.2%,7.5%,1.2%,-1.9%,1.1%,-14.8
O=C(COn1nnc2ccc(S(=O)(=O)N3CCOCC3)cc21)NCCc1ccccc1,5.4%,6.7%,34.5%,9.4%,6.3%,-1.0%,2.9%,-1.7%,-2.7
COc1cc(OC)cc(C(=O)NCC(=O)OC2CCOC2=O)c1 (centres undefined),-0.7%,-9.0%,59.5%[activator],-0.9%,-15.8%,-6.1%,13.3%,2.0%,4.1
Cc1ccc(OCc2cc(C(=O)N(C)Cc3cnn(C)c3)no2)cc1C,nt,1.2%,nt,nt,-23.1%,-2.2%,3.3%,nt,-2.5
COc1cc(C(=O)NCC(=O)NCCN2C(=O)S/C(=C\c3ccccc3Cl)C2=O)cc(OC)c1OC,-6.2%,-1.4%,24.3%,-3.2%,-5.8%,-5.5%,0.4%,-8.5%,-2.9
CCOc1ccc(C(=O)Nc2cc3c(cc2N2CCCC2)n(CC)c(=O)n3CC)cc1OCC,-20.5%,5.6%,6.7%,2.2%,-11.9%,-2.7%,2.0%,-4.4%,-4.9
CCOC(=O)c1c(CN2CCN(C)CC2)n(C)c2cc(Br)c(OC)cc12,1.9%,-0.6%,7.2%,-6.1%,-1.6%,4.1%,2.1%,-2.3%,0.6
O=C(CCC1(C(=O)O)CCC(=O)NC1)NCc1ccccc1 (centres undefined),11.8%,-2.7%,26.8%,-2.0%,-7.8%,nt,0.0%,6.1%[57.1 µM],-2.1
COc1ccc(C(=O)c2oc3ccccc3c2NC(=O)c2cccc(OC)c2)cc1,2.5%,-1.7%,108.8%[activator],?,-10.1%,-2.0%,-13.5%,-2.8%,-1.9
CC1(C)C(=O)OC(c2ccco2)C(C)(C)C1=O (centres undefined),-6.1%,2.3%,14.4%,-20.3%,1.7%,-6.6%,-0.9%,-1.9%,-2.2
O=C(/C=C/c1cccc([N+](=O)[O-])c1)N(c1ccccn1)c1ccccn1,3.7%,-0.9%,23.6%,-16.6%,-1.9%,-6.4%,-2.4%,-4.0%,-2.7
CCc1cccc(C)c1NC(=O)CN1C(=O)NC(CCc2ccccc2)C1=O (centres undefined),-9.6%[2.29 µM],-4.8%,15.0%[57 µM],-6.1%,-11.8%,i,-1.7%,-5.2%[2.29 µM],-5.1
Cc1ccc(CN2CC34C=CC(O3)C(C(=O)NCc3ccc5c(c3)OCO5)C4C2=O)cc1 (centres undefined),10.6%[57.1 µM],-7.4%,30.3%,-0.5%,-16.0%,-3.4%,2.9%,10.5%[57.1 µM],-1.9
CCC(CC)C(=O)Nc1c2c(nn1-c1ccc(C)cc1)CS(=O)(=O)C2,21.8%,5.4%,15.3%,-0.1%,-10.7%,4.1%,-3.8%,1.8%,5.5
Cc1cc(Sc2nc(NC(C)C)nc(NC(C)C)n2)nc(Cl)n1,6.2%,6.3%,47.9%[activator],-14.3%,-6.8%,-4.9%,0.0%,7.8%,-1.2
CCOC(=O)C1(Cc2cccc(F)c2)CCN(CCCn2cccn2)CC1,16.5%,-5.5%,20.6%,-4.0%,-13.2%,-9.2%,-4.7%,3.3%,4.9
CCn1c(O)c(N=Nc2ccc3ccccc3n2)c2ccccc21,18.0%,6.3%,36.4%,?,?,-6.6%,-3.5%,2.0%,-4.0
O=C(CNC(=O)Cn1ccc2ccccc2c1=O)NCCCN1CCCCCC1,?,-5.6%,23.1%,-9.8%,-12.1%,-4.1%,10.8%,-2.8%,-7.2

# (continued)
SMILES,TrxR1 inh,GLS inh,HP1b binding inh,Pin1 inh,USP1-UAF1 inh,Tb PGK inh,mIDH1 inhibitor,TrxR1 substrate,PI4K2A block
CC(C)(C)C(=O)Nc1ccc(-c2nc3ccccc3s2)cc1,-7.8%,-7.0%,30.0%,-1.4%,-17.3%,-22.2%,0.0%,-2.8%,-10.2
CCN(CC)S(=O)(=O)c1cccc(NC(=O)COC(=O)c2cc(=O)c3ccccc3o2)c1,19.2%,0.8%,27.8%,-6.0%,-19.3%,-9.4%,1.4%,-1.0%,0.1
CN1/C(=C\C(=O)COC(=O)c2ccc([N+](=O)[O-])o2)C(C)(C)c2ccccc21,-13.9%[57.1 µM],5.6%,18.4%,3.1%,-10.2%,-8.5%,1.0%,-3.0%[57.1 µM],-4.6
CCN(CC)S(=O)(=O)c1ccc(N2CCCC2)c(NC(=O)C2CCCCC2)c1,26.7%,11.9%,30.7%,-5.1%,-21.8%,-9.3%,4.9%,6.0%,-2.0
COc1ccc(NC(=O)CSc2nnc(NC(=O)C3CC3)s2)cc1OC,-14.0%,-0.5%,24.9%,-10.1%,-3.5%,-3.2%,3.8%,-6.6%,7.0
COc1ccc(C(=O)NC(C)c2nnc(SCC(=O)NC3CCCC3)n2C)cc1 (centres undefined),14.1%,1.2%,-8.9%,1.9%,-1.9%,i,0.0%,-2.2%,0.5
Cc1ccc(NC(=O)c2nc(S(=O)(=O)Cc3ccccc3)ncc2Cl)cc1,8.91µM*,?,-0.8%[57 µM],0.9%,-15.8%,-0.6%,5.3%,-1.5%,-0.6
O=C(CCNS(=O)(=O)c1ccc2c(c1)CCN2C(=O)C1CC1)N1CCN(c2cccc(C(F)(F)F)c2)CC1,27.9%[57.1 µM],-2.1%,28.7%[57 µM],25.5%,?,i,-4.5%,2.4%[57.1 µM],6.1
CSCCC(NS(=O)(=O)c1ccc2[nH]c(=O)c(=O)[nH]c2c1)C(=O)O (centres undefined),20.1%[57.1 µM],3.6%,7.8%,-0.9%,-3.6%,i,-0.1%,7.4%[57.1 µM],3.5
O=c1cc(-c2ccccc2)[nH]n1-c1nc2ccccc2s1,1.0%[57.1 µM],18.1%,-6.8%,?,-26.6%,-10.9%,-2.2%,7.0%[57.1 µM],-12.1
Cc1ccc(Cl)cc1N1CCN(C(=O)CCS(=O)(=O)c2cccc3nonc23)CC1,-15.9%,7.1%,-14.5%,9.3%,0.3%,-2.8%,0.3%,-1.5%,0.5
COc1ccccc1N1CCN(CCCNC(=O)c2cnn(-c3ccc(C)c(C)c3)c2C2CCN(C(=O)OC(C)(C)C)CC2)CC1,8.6%,0.6%,-10.2%,-6.1%,-30.6%,-10.3%,5.2%,-0.5%,0.7
COc1cccc(NC(=O)c2ccc(Cn3cc([N+](=O)[O-])cn3)o2)c1,0.8%,14.1%,1.2%,0.1%,-2.0%,2.2%,3.3%,-9.3%,1.5
Cc1nnc(SCCn2c(N3CCN(C)CC3)nc3c2c(=O)[nH]c(=O)n3C)s1,-0.2%,-6.6%,25.1%,-15.0%,-18.5%,-9.5%,8.2%,-0.3%,-2.1

# Bioassay records (PubChem)
